# BAP1 block – human BAP1 deubiquitinase inhibition | Q92560 | recombinant BAP1, Ub-AMC hydrolysis fluorescence kinetic; stronger effect = lower value | activity remaining (% of control), % at 20 µM | hit rate 0.48% among 72,000 | AID 436;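 active means activity remaining at or below 50% of control, provided the compound also passes the data quality filters; inactive means the rest, including low values that fail the filters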;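 further: 100% = DMSO wells rate and 0% = substrate alone blank rate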
# Target sequence (Q92560 whole entry, looked up): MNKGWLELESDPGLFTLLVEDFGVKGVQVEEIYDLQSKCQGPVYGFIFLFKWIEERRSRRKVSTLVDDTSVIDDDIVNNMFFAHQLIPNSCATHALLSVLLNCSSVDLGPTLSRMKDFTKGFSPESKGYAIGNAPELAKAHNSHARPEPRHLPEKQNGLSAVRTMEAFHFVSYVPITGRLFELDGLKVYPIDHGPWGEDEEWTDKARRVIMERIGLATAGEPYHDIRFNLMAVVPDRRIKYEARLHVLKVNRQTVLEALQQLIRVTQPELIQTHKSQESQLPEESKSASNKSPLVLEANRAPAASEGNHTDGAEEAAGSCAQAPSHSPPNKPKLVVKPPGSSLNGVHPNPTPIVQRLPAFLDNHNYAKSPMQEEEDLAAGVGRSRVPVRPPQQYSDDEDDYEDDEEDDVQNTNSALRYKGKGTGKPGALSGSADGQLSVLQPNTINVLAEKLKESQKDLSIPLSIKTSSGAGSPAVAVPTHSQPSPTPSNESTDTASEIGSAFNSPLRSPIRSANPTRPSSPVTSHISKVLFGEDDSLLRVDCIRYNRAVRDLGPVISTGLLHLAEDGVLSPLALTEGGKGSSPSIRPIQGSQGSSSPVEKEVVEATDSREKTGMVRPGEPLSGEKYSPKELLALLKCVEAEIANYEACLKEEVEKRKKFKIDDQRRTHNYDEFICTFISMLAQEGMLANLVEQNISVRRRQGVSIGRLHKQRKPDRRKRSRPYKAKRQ
# HePTP inh – inhibitors of human HePTP phosphatase; inhibition, % at 20 µM; AID 521; hit rate 0.64% among 110,000; recombinant HePTP phosphatase activity, OD absorbance; in the data active means inhibition above about 50%;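 further: plate controls were vehicle for no effect and reference inhibitor for full effect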
# Target sequence (P35236 whole entry, looked up): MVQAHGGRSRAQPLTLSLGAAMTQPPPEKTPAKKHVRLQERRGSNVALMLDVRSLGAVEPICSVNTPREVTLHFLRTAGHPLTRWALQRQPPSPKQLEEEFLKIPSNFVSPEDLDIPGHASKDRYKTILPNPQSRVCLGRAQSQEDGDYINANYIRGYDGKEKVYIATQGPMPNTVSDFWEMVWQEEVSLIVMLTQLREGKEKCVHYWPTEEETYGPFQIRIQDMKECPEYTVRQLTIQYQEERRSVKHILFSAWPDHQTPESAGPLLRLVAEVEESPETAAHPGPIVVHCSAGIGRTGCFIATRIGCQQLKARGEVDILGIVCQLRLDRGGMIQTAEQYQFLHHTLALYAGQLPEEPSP
# * hit, by the source's call; · = no result given; & = joins results of further samples. Rows were taken by chance; overall some 0.79% were active at least once.
# Sample of the layout, 15 compounds:
# Every second line gives: BAP1 block, HePTP inh
> CN1C(=O)NC(c2cccc(O)c2)C(C(=O)c2cccs2)C1(O)C(F)(F)F (stereo unspecified)
  97, 0
> Cc1ccc(-n2c(SCC(=O)OC(C)C)nnc2-c2cnccn2)cc1
  97, 3
> Cc1ccc(C(O)CN2C3=NCCN3c3ccccc32)cc1 (stereo unspecified)
  105, 4
> CC(=O)N(c1ccccc1)C1SC(=O)N(c2ccccc2)C1=O (stereo unspecified)
  89, 8
> CC(C)(C)c1ccc(OCC(=O)Nc2ccccc2[N+](=O)[O-])cc1
  ·, 6
> CC1N=C2c3ccccc3N=C(SCc3cc(=O)n4ccccc4n3)N2C1=O (stereo unspecified)
  274, 6
> FC(F)(F)c1nc2ncc(Cl)cc2[nH]1
  101, 4
> Cn1c(C(=O)OC(C(=O)NC2CCCCC2)c2ccncc2)cc2sccc21 (stereo unspecified)
  76, 5
> O=C(CCCSc1nc2ccccc2[nH]1)N1CCN(c2ccccc2)CC1
  113, 8
> Cc1ccnc2c(N3C(=O)C4C5C=CC(C5)C4C3=O)cccc12 (stereo unspecified)
  96, 5
> COc1ccc(NC(=O)/C(C#N)=C/c2cccc(O)c2)cc1
  ·, -9
> COc1ccccc1-c1coc2cc(OC(=O)c3ccc(Cl)cc3)ccc2c1=O
  ·, 1
> CCOC(=O)C1=C(N)OC2=C(C(=O)CC(C)(C)C2)C1c1ccoc1 (stereo unspecified)
  96, -5
> CCC(=O)N1CCN(c2ccc(Cl)cc2NC(=O)Cc2ccccc2)CC1
  86, -9
> O=S(=O)(c1cc(Cl)ccc1Br)N1CCCCC1
  98, 3

# The listing, previewed entries included:
# Every second line gives: BAP1 block, HePTP inh
> CN1C(=O)NC(c2cccc(O)c2)C(C(=O)c2cccs2)C1(O)C(F)(F)F (stereo unspecified)
  97, 0
> Cc1ccc(-n2c(SCC(=O)OC(C)C)nnc2-c2cnccn2)cc1
  97, 3
> Cc1ccc(C(O)CN2C3=NCCN3c3ccccc32)cc1 (stereo unspecified)
  105, 4
> CC(=O)N(c1ccccc1)C1SC(=O)N(c2ccccc2)C1=O (stereo unspecified)
  89, 8
> CC(C)(C)c1ccc(OCC(=O)Nc2ccccc2[N+](=O)[O-])cc1
  ·, 6
> CC1N=C2c3ccccc3N=C(SCc3cc(=O)n4ccccc4n3)N2C1=O (stereo unspecified)
  274, 6
> FC(F)(F)c1nc2ncc(Cl)cc2[nH]1
  101, 4
> Cn1c(C(=O)OC(C(=O)NC2CCCCC2)c2ccncc2)cc2sccc21 (stereo unspecified)
  76, 5
> O=C(CCCSc1nc2ccccc2[nH]1)N1CCN(c2ccccc2)CC1
  113, 8
> Cc1ccnc2c(N3C(=O)C4C5C=CC(C5)C4C3=O)cccc12 (stereo unspecified)
  96, 5
> COc1ccc(NC(=O)/C(C#N)=C/c2cccc(O)c2)cc1
  ·, -9
> COc1ccccc1-c1coc2cc(OC(=O)c3ccc(Cl)cc3)ccc2c1=O
  ·, 1
> CCOC(=O)C1=C(N)OC2=C(C(=O)CC(C)(C)C2)C1c1ccoc1 (stereo unspecified)
  96, -5
> CCC(=O)N1CCN(c2ccc(Cl)cc2NC(=O)Cc2ccccc2)CC1
  86, -9
> O=S(=O)(c1cc(Cl)ccc1Br)N1CCCCC1
  98, 3
> CCOC(=O)c1c(NC(=O)c2ccc(OCC(C)C)cc2)sc2c1CC(C)(C)OC2
  ·, 2
> O=C(NC1CCCCC1)C12CC3CCC(CC(C3)C1)C2
  ·, -6
> COc1ccc(/C(C)=N\n2cnnc2)cc1
  95, -2
> c1ccc(CSc2nnc(Cc3ccccn3)o2)cc1
  101, -3
> CCC(=O)Nc1ccc(S(=O)(=O)c2ccc(NC(=O)CC)cc2)cc1
  102, 3
> Nc1nnc(SCC(=O)Nc2ccccc2-c2ccccc2)s1
  ·, -4
> COc1cccc(/C(O)=C2\C(=O)C(=O)N(c3ccccn3)C2c2ccccc2OC)c1 (stereo unspecified)
  87, -6
> CS(=O)(=O)N(CC(=O)Nc1cccnc1)c1ccc2c(c1)OCCO2
  ·, 2
> Cc1cccc(NC(=O)CCCN2C(=O)c3cccc4cccc(c34)C2=O)n1
  ·, 2
> CCOC(=O)c1ccc(N2CSC3=C(C#N)C(c4ccc(OC)cc4OC)CC(=O)N3C2)cc1 (stereo unspecified)
  58, -6
> O=C1N=c2ccc(Cl)cc2=C1c1sc(=O)n(-c2ccccc2)c1O
  ·, 12
> Cc1ccccc1CSCC(=O)c1c(N)n(C)c(=O)n(C)c1=O
  106, -6
> Cc1[nH]c(-c2ccco2)nc1C(=O)O
  142, 6
> O=C1/C(=C\c2ccc(O)c(O)c2)SC(=S)N1c1cccc(Cl)c1
  ·, -2
> Cc1ccc(Nc2cc(C)nc3nc(C)nn23)c(C)c1
  93, -5
> CCOC(=O)N1CCN(C(=O)CCn2nc(-c3ccc(Cl)cc3)ccc2=O)CC1
  103, 7
> CCN(CC)CCCN1C(=O)C(=O)/C(=C(/O)c2ccccc2)C1c1ccccn1 (stereo unspecified)
  142, 3
> COc1nccc(Nc2ccccc2)c1C#N
  95, 2&0
> COc1ccc(N2CCN(C(=O)CSc3nnnn3-c3ccc4c(c3)OCCO4)CC2)cc1
  77, -9
> NCCCC(=O)N1c2ccccc2Sc2ccccc21
  91, 8
> COc1ccccc1NC(=O)c1ccccc1-c1nc(-c2ccccc2OC)no1
  126, 7
> CC1(C)CC(=O)C(CC(=O)NC(=O)NCc2ccccc2)=C(O)C1
  116, -4
> Cc1ccccc1OCC(=O)Nc1ccc(Cl)c(-c2nc3cc(Cl)ccc3o2)c1
  75, ·
> CCOC(=O)C1=C(c2ccccc2)N=c2s/c(=C\c3cccnc3)c(=O)n2C1c1ccc2c(c1)OCO2 (stereo unspecified)
  ·, -6
> Cn1c2ccccc2c2cc(C(=O)OCC(=O)N3CC(=O)Nc4ccccc43)sc21
  53, 9
> CC(=O)[C@@]1(O)CC[C@H]2[C@@H]3C[C@H](C)C4=CC(=O)C=C[C@]4(C)[C@@]3(F)[C@@H](O)C[C@@]21C
  104, 8
> CC(NC(=O)c1cccc2ccccc12)C(=O)O (stereo unspecified)
  ·, -15
> COc1ccccc1N1CCN(/N=C/c2cccc(C)c2)CC1
  ·, -6
> COc1ccc(NC(=O)CSc2nnc(-c3cccs3)n2Cc2ccco2)cc1OC
  112, -1
> CCCC(=O)Nc1ccccc1NC(C)=O
  94, 6
> COc1ccc(-n2c(C)nnc2SCC(=O)N2C(C)CCCC2C)cc1 (stereo unspecified)
  97, 4
> O=C(CCC1CCCC1)c1c(O)c2ccccc2oc1=O
  94, 5
> COc1ccc(CN2CCCCC2c2cccnc2)c(OC)c1C (stereo unspecified)
  107, 8
> COc1ccc(N(CC(=O)Nc2ccc3c(c2)OCCO3)S(=O)(=O)c2cccnc2)cc1
  98, 1
> CCc1nnc(NS(=O)(=O)c2ccc(NS(=O)(=O)c3ccc4c(c3)C(=O)c3ccccc3-4)cc2)s1
  ·, -13

# (more compounds)
# Every second line gives: BAP1 block, HePTP inh
> CC1=Nc2ccccc2/C1=C\c1sc(=S)n(-c2cccc(F)c2)c1O
  ·, 13
> COc1ccc(CCNC(=O)C2CCN(C(=O)N(C)C)CC2)cc1OC
  116, -8
> C=CCCCC(=O)Nc1ccc(Cl)cc1Cl
  ·, 3
> Cc1nnc2sc(-c3csc4c3CCCC4)nn12
  69, 4
> COc1cc2[nH]c(=O)n(CCCCCC(=O)NCCCN3CCOCC3)c(=O)c2cc1OC
  ·, 8
> O=C1CSC(=Nc2ccccc2Cl)N1
  88, 8
> Cc1c(N2C(=O)/C(=C\c3cccnc3)SC2=S)c(=O)n(-c2ccccc2)n1C
  ·, 6
> CCn1c2ccccc2c2nnc(N/N=C/c3ccccc3O)nc21
  ·, -28
> Cc1cc(C)c(NC(=O)C(C)(C)C)c(Cl)c1
  89, 3
> CC(=O)Nc1ccc(Nc2ccc(C(F)(F)F)cc2[N+](=O)[O-])cc1
  ·, -3
> COc1ccccc1-c1nnc(SCc2nc3ccccc3[nH]2)n1C
  92, 4
> O=C(O)c1cc2sccc2s1
  90, -4
> Cc1cccc(-n2c(C)nc3c(cnn3-c3ccc(F)cc3)c2=O)c1
  96, -2
> COc1ccc(Cl)cc1NC(=O)c1cccnc1
  94, 2
> Nc1nc(CSc2nnnn2-c2ccccc2)nc(N2CCCc3ccccc32)n1
  81, -8
> Oc1ccc2ccccc2c1/C=N/N1CCN(c2ccccn2)CC1
  ·, -16
> Nc1nonc1C(=O)NCCNC(=O)c1ccccc1Cl
  ·, 5
> CC(C)C(=O)Nc1ccc(-c2nc3cc(Cl)cc(Cl)c3o2)cc1
  ·, 8
> CCS(=O)(=O)Nc1ccc(C(=O)CC2(O)C(=O)Nc3ccccc32)cc1 (stereo unspecified)
  65, 6
> CCOc1ccc(N(CC(=O)NCCOC)S(=O)(=O)c2ccc(Br)cc2)cc1
  ·, 1
> COCCCNc1nc2c(c(=O)[nH]c(=O)n2C)n1CC(O)COc1cccc(C)c1 (stereo unspecified)
  105, 9
> CCc1ccc(-c2nc3cc(NS(=O)(=O)c4ccccc4)ccc3o2)cc1
  ·, -3
> CCOC(=O)c1ccc(NC(=O)c2cnccn2)cc1
  89, 8
> COc1ccc(S(=O)(=O)N(C)C2CCCCC2)cc1
  ·, 7
> O=C(CCn1cnc2ccccc2c1=O)Nc1ccc2c(c1)OCCO2
  113, 4
> Cc1cc(C)c(C#N)c(N2CCN(CCOc3ccc(Cl)cc3)CC2)n1
  ·, 0
> Cc1ccc(NC(=O)CSc2nc3ccccc3c(=O)n2CCCC(=O)N2CCCC2)cc1
  112, 6
> CCn1c(C)nc2cc(C(=O)OCCC(F)(F)F)ccc21
  111, 19
> C=CCOc1c(Cl)cc(/C=C2/C(=O)NN(c3cccc(Br)c3)C2=O)cc1OC
  ·, 3
> CC(C(=O)Nc1ccc(-c2nc3ccccc3s2)c(O)c1)(c1ccccc1)c1ccccc1
  ·, 3

# Single records, from the list above:
# Entry for `CCc1ccc(-c2nc3cc(NS(=O)(=O)c4ccccc4)ccc3o2)cc1` = BAP1 block = ·; HePTP inh = -3
# Entry for `C=CCOc1c(Cl)cc(/C=C2/C(=O)NN(c3cccc(Br)c3)C2=O)cc1OC` = BAP1 block = ·; HePTP inh = 3

# (list continues)
# Every second line gives: BAP1 block, HePTP inh
> CCOC(=O)c1c(NC(=O)Cc2ccc(OC)cc2)sc(C(=O)Nc2ccccc2F)c1C
  ·, -8
> OCCNc1nc(-c2ccccc2)c2ccccc2n1
  126, -3
> COc1ccccc1NC(=O)N1CCc2[nH]c3ccc(F)cc3c2C1
  99, -5
> Cc1ccc(S(=O)(=O)Nc2cc(NC(=O)CN3CCOCC3)ccc2Cl)cc1
  92, -9
> Cc1ccc(C)c(NS(=O)(=O)c2ccc3c(c2)C(=O)c2cc(S(=O)(=O)Nc4cc(C)ccc4C)ccc2-3)c1
  ·, -5
> Cc1cc(NC(=O)NC(=O)c2ccc(F)cc2F)n[nH]1
  102, 4
> O=C(CSc1nc(-c2ccccc2)cs1)NCc1ccco1
  ·, 6
> C=CCN1C(=O)C2(c3ccccc31)C1CCCC=C1C(C#N)=C(N)C2(C#N)C#N (stereo unspecified)
  85, -11
> C/C(=N\NC(=O)CNC(=O)C(c1ccccc1)c1ccccc1)c1ccccc1
  ·, -7
> Cn1nnnc1SCc1nc2ccccc2[nH]1
  91, 2&2
> COc1ccccc1N1CCN(C(=O)COc2ccc(C)cc2Br)CC1
  97, -11&8
> COc1ccc(CCNc2cc(N3CCN(S(=O)(=O)c4ccccc4)CC3)ccc2[N+](=O)[O-])cc1OC
  ·, -8
> O=C(Nc1nc2cc3c(cc2s1)OCCO3)c1cccc(S(=O)(=O)N2CCOCC2)c1
  ·, 2
> COC(=O)c1ccc(-c2ccco2)n1Cc1nc(-c2ccc(OC)c(OC)c2)oc1C
  110, 7
> CCN(CC)S(=O)(=O)c1ccc(C(=O)Nc2nc3c(cc4c5c(cccc53)CC4)s2)cc1
  78, ·
> COc1ccc(C(=O)Nc2ccc(O)c(-c3nc4cc(C)c(C)cc4o3)c2)cc1[N+](=O)[O-]
  ·, 2
> Cn1cccc1-c1cc(C(=O)N/N=C/c2cccs2)[nH]n1
  ·, 7
> O=C(NCCO)c1ccc2c(c1)S(=O)(=O)c1ccccc1C2=O
  97, 3
> CSCC[C@H](NC(=O)OC(C)(C)C)C(=O)N1CCC(C(=O)N[C@H](C(=O)O)C(C)C)CC1
  91, 2
> OCCSc1nnc(Nc2ccccc2)s1
  104, 5
> CC(=O)Nc1nonc1-c1nc2ccccc2n1Cc1ccc([N+](=O)[O-])cc1
  ·, 1
> CCCCc1nnc(NC(=O)CSc2nc(=O)cc(N)n2-c2ccccc2)s1
  103, 8
> CN(C)c1ccc(NC(=O)c2ccc(Cl)c([N+](=O)[O-])c2)cc1
  ·, 9
> CCC(C(=O)Nc1nccs1)c1ccccc1 (stereo unspecified)
  95, 5
> N#CC1=C(SCC(=O)Nc2ccccc2)NC(=O)CC1c1ccc(F)cc1 (stereo unspecified)
  ·, 5
> COc1ccccc1N1C(N)=NC(N)=NC1(C)C
  109, 9
> Cc1cc(=O)[nH]c(SCc2cc(=O)n3nc(C)sc3n2)n1
  88, 4
> COc1ccc(-c2cc(C(=O)Nc3ccc(C)c(C)c3)c3ccccc3n2)cc1
  ·, 11
> COc1ccc(S(=O)(=O)N2CCC(C(=O)Nc3c(F)cccc3F)CC2)cc1
  95, -8
> COc1ccccc1C(=O)N(Cc1ccco1)C1CCS(=O)(=O)C1 (stereo unspecified)
  96, -6
> Cc1cccc(C(=O)N2CCN(C(=O)c3cccc(C)c3)C(C)C2)c1 (stereo unspecified)
  87, 0
> CCOc1ccc(NC(=O)c2c(-c3c(Cl)cccc3Cl)noc2C)cc1
  ·, 9
> COC(=O)c1c(C)oc2ccc(OCC(N)=O)cc12
  ·, 7
> N#CCC(=O)NCC1(c2ccccc2)CCCC1
  86, -2
> O=C1COc2ccc(-c3csc(NCC4CCCO4)n3)cc2N1 (stereo unspecified)
  111, 6
> COC(=O)c1sccc1NC(=O)C1CC2CCC1C2 (stereo unspecified)
  85, 0
> O=C(COC(=O)c1ccccc1NC(=O)c1ccco1)NCc1ccc2c(c1)OCO2
  639, -9

# Screening results deposited in PubChem by several laboratories.
